# RNase H inhibition = RNase H inhibition, HIV 1 Gag Pol polyprotein, FRET biochemical assay, screening (AID 372); HIV-1 RT RNase H, FRET RNA/DNA substrate fluorescence; higher % means a stronger effect; inhibition, % at 10 µM, or IC50 in µM where a hit was titrated; 100,000 tested, 0.77% active; in the data active = inhibition above about 50%
# Active calls of the source: *. An excerpt. The share of hits here may be higher or lower than overall.
Molecule | RNase H inhibition
O=C(Nc1ccc(-c2nc3cc(Cl)cc(Cl)c3o2)cc1)c1ccccc1Cl | 24%
OC(c1ccccc1)c1nc2ccccc2s1 (centres undefined) | 2%
Cc1cc(C)nc(NC(=O)c2c(-c3c(Cl)cccc3Cl)noc2C)c1 | 7%
O=[N+]([O-])c1ccc(N2CCN(S(=O)(=O)c3ccccc3)CC2)cc1Sc1cccc2cccnc12 | 5%
Cc1ccc(C(=O)Nc2nc(-c3ccc(F)cc3)cs2)o1 | 0%
COCCNC(=O)c1cc2nc(-c3ccc(Cl)c(Cl)c3)cc(C(F)(F)F)n2n1 | 9%
CN(C)CCC(=O)C12CC3CC(CC(C3)C1)C2 | 18%
CCCCOC(=O)c1ccc(NC(=O)c2ccccc2C(F)(F)F)cc1 | 7%
CCOc1ccccc1C1C(C(=O)OCC2CCCO2)=C(C)NC2=C1C(=O)CC(C)(C)C2 (centres undefined) | 0%
CCN(CC)CC#CCN1c2ccccc2Sc2ccccc21 | 6%
Cc1ccc(CSCC(=O)N2CCOCC2)cc1 | 0%
Cc1cccc(C(=O)Nc2c(C(=O)N3CCN(C)CC3)cnn2-c2ccccc2)c1 | 31%
CSc1ccc(S(=O)(=O)N(CC(=O)Nc2ccc(C(N)=O)cc2)c2ccc(C)cc2)cc1 | 7%
COc1cccc(OCC(=O)Nc2ccc(OC)c(OC)c2)c1 | 27%
S=c1[nH]nc(-c2ccc(Cl)cc2)n1N=Cc1cccc(Cl)c1 | 38%
CC1=NN(c2ccc(S(N)(=O)=O)cc2)C(=O)/C1=C\c1ccc(-c2ccc(C(=O)OC(C)C)cc2)o1 | 25%
Oc1ccccc1C1=NCCNC(C(F)(F)F)=C1 | 0%
Cc1ccc(OCC(=O)NCc2ccc3c(c2)OCO3)c(C)c1 | 1%
Oc1ccc(Cl)cc1-c1cc(-c2ccccc2Cl)[nH]n1 | 0%
CN1C(=O)/C(=C\c2ccc(OCCOc3ccc([N+](=O)[O-])cc3)cc2)SC1=S | 12%
CC(=O)OC(C)(C)C#CCN1CCCCC1 | 4%
CC(=O)C1=C(C)NC(SCC(=O)c2ccc(-c3ccccc3)cc2)=C(C#N)C1c1cccc2ccccc12 (centres undefined) | 9%
COc1ccc(Cl)cc1N(CC(=O)NCc1ccncc1)S(=O)(=O)c1ccc(C)cc1 | 8%
CCOC(=O)CSc1nnc(-c2ccccc2)c(-c2ccccc2)n1 | 18%
CCOc1ccc(N(CC(=O)Nc2ccccc2F)S(=O)(=O)c2ccc(C)cc2)cc1 | 15%
O=C1NC(=Nc2cccc(Cl)c2Cl)S/C1=C\c1ccco1 | 15%
c1ccc(C(c2ccccc2)c2nnc(C(c3ccccc3)c3ccccc3)o2)cc1 | 23%
CCCOc1cccc(C(=O)Nc2ccccc2C(F)(F)F)c1 | 12%
CN(C)c1ccc(C=C2C(=O)NC(=S)NC2=O)o1 | 14%
O=C(Nc1c(C(=O)Nc2ccc(Cl)cc2)cnn1-c1ccccc1)c1cccs1 | 10%

# Next records
Molecule | RNase H inhibition
COC(=O)C1=C(C(=O)OC)SC2(S1)C(C(=O)OC)=C(C(=O)OC)SC1=C2c2cc(C)ccc2N(C(=O)c2ccc(F)cc2)C1(C)C | 32%
CN(C)C(=O)c1sc2ccccc2c1Cl | 5%
COC(=O)c1ccc(OCc2cc(C(=O)OC)oc2C)cc1 | 38%
COc1ccc(OCCCOc2c(C)cc(C)cc2C)cc1 | 31%
CC(C)CCc1c(O)nc(SCCN(C)C)[nH]c1=O | 0%
CCOC(=O)c1c(N)sc(C)c1-c1ccc(OCC)cc1 | 12%
CCOCCOC(=O)c1ccc(NC(=O)c2cccs2)cc1 | 0%
O=C(O)c1cc(S(=O)(=O)NCc2ccccc2)ccc1Br | 0%
COc1ccc(Br)cc1C(=O)Nc1ccc2nn(-c3ccc(F)cc3)nc2c1 | 32%
Clc1ccc(C=NN2CCN(Cc3ccccc3Cl)CC2)cc1 | 10%
COc1cc(Nc2nc(-c3cccc([N+](=O)[O-])c3)cs2)c(OC)cc1Cl | 18%
O=C(Nc1ccccc1)Nc1nnc(SCc2ccc(Cl)cc2Cl)s1 | 1%
Cc1cccc(C=Nc2ccc(O)cc2)c1 | 5%
COc1ccccc1C(=O)N1CCN(Cc2cc(OC)c(OC)c(OC)c2)CC1 | 5%
NC(=O)c1c(NC(=O)/C=C/c2ccccc2)sc2c1CCC2 | 15%
COc1cc(NC(=S)NC(=O)c2cccs2)ccc1NC(=O)c1ccco1 | 9%
Cc1ccc(NC(=O)c2cccc(C(=O)Nc3ccc(C)c(C)c3)c2)cc1C | 15%
C(=Nc1ccc2nc(-c3ccccc3)[nH]c2c1)c1cccc(Oc2ccccc2)c1 | 16%
COc1cccc(/C=N/NC(=O)C(=O)Nc2ccccc2OC)c1 | 2%
Cc1ccc(OCC(=O)N2CCN(c3ccc([N+](=O)[O-])cc3Cl)CC2)cc1C | 22%
CCOCCOC(=O)C1=C(C)NC2=C(C(=O)CC(c3ccccc3)C2)C1c1ccc(OC)cc1OC (centres undefined) | 0%
Cc1cc(C)c2nc3s/c(=C\c4ccc(-c5cc([N+](=O)[O-])c(C)cc5C)o4)c(=O)n3c2c1 | 13%
Cc1[nH]n(-c2ccc(Cl)cc2)c(=O)c1/C=N/n1cnnc1 | 3%
CCc1ccc(NC(=S)NC(=O)c2cccc(Br)c2)cc1 | 10%
O=C(CC(c1ccccc1)c1ccccc1)NCc1ccco1 | 29%
O=C(c1ccco1)N1CCN(Cc2c[nH]c3ccccc23)CC1 | 15%
CC(Cc1ccccc1)C(=O)Nc1ccc(Cl)cc1 (centres undefined) | 5%
N#Cc1ccc(/C=N/NC(=O)c2cccc(Br)c2)cc1 | 0%
CC(=O)Nc1cccc(NC(=O)C2c3ccccc3Oc3ccccc32)c1 | 28%
CCOC(=O)C(=O)Nc1nc2ccc([N+](=O)[O-])cc2s1 | 9%

# Remaining list, next part.
Molecule | RNase H inhibition
O=C(Nc1ccc2c(c1)Cc1cc(NC(=O)c3cccc([N+](=O)[O-])c3)ccc1-2)c1cccc([N+](=O)[O-])c1 | 1%
CCOC(=O)C1=C(C)OC(N)=C(C#N)C1c1ccc(Br)cc1 (centres undefined) | 15%
CCOc1ccccc1C=Nc1ccc(-c2ccc(N=Cc3ccccc3OCC)c(C)c2)cc1C | 18%
COc1cc(OC)cc(C(=O)Nc2ccc3nn(-c4ccc(F)cc4)nc3c2)c1 | 5%
COc1ccc(OC)c(NC(=S)NC(=O)c2ccco2)c1 | 35%
O=C(Nc1ccc(NC(=O)c2ccccc2F)cc1)c1ccccc1F | 14%
Cc1ccccc1OCC(=O)Nc1ccc2nn(-c3cccc(Cl)c3)nc2c1 | 13%
COc1ccc2noc3c2c1C(=O)c1ccccc1-3 | 0%
CCc1ccc2oc(-c3cc(NC(=O)c4ccc(OC)cc4)ccc3O)nc2c1 | 2%
O=C(Nc1sc2c(c1C(=O)Nc1ccc(Cl)cc1)CCCC2)c1ccc([N+](=O)[O-])cc1 | 18%
CCOC(=O)C(C(=O)OCC)=C1OC(=O)c2ccccc21 | 8%
O=Cc1cccc(OC(=O)c2sc3ccccc3c2Cl)c1 | 18%
O=C(O)CN(Cc1ccccc1)S(=O)(=O)c1ccccc1 | 7%
O=c1c2cnn(-c3ccccc3)c2nc(Cc2ccccc2)n1Cc1ccccc1 | 12%
O=C(Nc1ccc(Cl)c(-c2nc3ncccc3o2)c1)c1ccc(-c2cccc([N+](=O)[O-])c2)o1 | 11%
CCOC(=O)C1=NNC2C(=O)N(c3ccc(F)cc3)C(=O)C12 (centres undefined) | 18%
CN1c2ccccc2-c2ccccc2C12C=Cc1cc(Br)cc(Br)c1O2 (centres undefined) | 17%
CCOC(=O)c1ccc2c(c1)C1C=CCC1C(c1cccc3ccccc13)N2 (centres undefined) | 28%
O=C(Nc1cccc(Cl)c1)c1ccc(NC(=O)c2cccs2)cc1 | 11%
COc1ccc(N(CC(=O)Nc2ccccc2Br)S(C)(=O)=O)c(OC)c1 | 10%
Cc1ccc2nc(/C(C#N)=C\c3ccc([N+](=O)[O-])o3)[nH]c2c1 | 0%
Cc1ccc(-c2csc(-c3cc4ccccc4oc3=O)n2)c(C)c1 | 0%
COc1ccc(C(=O)N/C(=C\c2cc(OC)c(OC)cc2[N+](=O)[O-])C(=O)Nc2ccc(C)cc2C)cc1 | 18%
O=C1c2ccccc2-c2c1c(-c1ccc(Br)cc1)nc1ccc3ccccc3c21 | 9%
CCc1ccccc1NC(=O)/C(=C/c1ccccc1)c1ccccc1 | 13%
Cc1[nH]n(-c2nc(-c3ccc(Cl)cc3)cs2)c(=O)c1N=Nc1ccc(O)cc1 | 14%
CC1CCc2cc(F)ccc2N1C(=O)Nc1cccc(F)c1 (centres undefined) | 14%
COc1cccc(N=Cc2ccccc2O)c1 | 13%
CC1(C)CC(=O)C2=C(C1)OC1=C(C(=O)CC(C)(C)C1)C2c1cn[nH]c1-c1ccccc1 | 7%
COc1cc(S(=O)(=O)Oc2ccc(Cl)c3cccnc23)ccc1Cl | 30%

# Two entries drawn at random from those above:
Molecule | RNase H inhibition
CC1CCc2cc(F)ccc2N1C(=O)Nc1cccc(F)c1 (centres undefined) | 14%
CCOC(=O)C1=C(C)OC(N)=C(C#N)C1c1ccc(Br)cc1 (centres undefined) | 15%

# The listing continues.
smiles,RNase H inhibition
CCOC(=O)C1=C(C)N(C)C(=O)NC1c1cccc2ccccc12 (centres undefined),12%
CCOc1ccc(/C=N/NC(=O)c2ccccc2C)cc1,0%
CCOc1ccc(/C=N/NC(=O)CSc2nc3ccccc3o2)c(OCC)c1,23%
Cc1cc(C)cc(N=Cc2cccc([N+](=O)[O-])c2)c1,0%
CC1CCCC(C)N1C(=O)c1nn2c(c1Cl)NC(c1ccc(Cl)cc1)CC2C(F)(F)F (centres undefined),20%
O=C1c2cccc3c([N+](=O)[O-])ccc(c23)C(=O)N1Cc1cccnc1,0%
CCOC(=O)c1c(-c2ccccc2)oc2cc(Br)c(OC(C)C(=O)OC)cc12 (centres undefined),0%
CCOC(=O)C1=C(c2ccccc2)N=c2s/c(=C\c3ccco3)c(=O)n2C1c1cccs1 (centres undefined),23%
COc1ccc(S(=O)(=O)N(Cc2ccccc2)c2ccccc2C(=O)NC(C)c2ccccc2)cc1 (centres undefined),26%
COc1ccc(Nc2cc(C)c3ccccc3n2)cc1,10%
Cc1cc(NS(=O)(=O)c2ccc(N/C=C/C(=O)c3cccs3)cc2)nc(C)n1,11%
CCOC(=O)c1ccc(NC(=O)CCCN2C(=O)/C(=C/c3ccc(OC)cc3)SC2=S)cc1,14%
Cc1ccc2nc(/C(C#N)=C/c3ccc(-c4cc([N+](=O)[O-])ccc4O)o3)[nH]c2c1,6%
O=C(NCCNc1c(Cl)cccc1[N+](=O)[O-])c1ccccc1Cl,0%
CCC(=O)Nc1ccc(NC(=O)/C=C/c2ccccc2)cc1,1%
O=C(CCCOc1ccc(Cl)cc1Cl)NCc1ccccc1Cl,13%
COC(=O)C1=C(C)NC2=C(C(=O)CC(c3ccccc3Cl)C2)C1c1ccc(OC)c(OC)c1 (centres undefined),1%
Cc1cc(C(=O)N/N=C/c2ccc(I)o2)n[nH]1,1%
CCC(C)NC(=O)c1c(-c2ccccc2Cl)noc1C (centres undefined),0%
COc1cc(/C=C2/C(=O)NC(=O)N(c3ccccc3F)C2=O)ccc1OCc1ccccc1,4%
C=CCNC(=O)c1ccc(-c2ccc([N+](=O)[O-])cc2C)o1,11%
CCOC(=O)C1=C(C)N=c2s/c(=C\c3ccccc3OCc3ccc(Cl)cc3)c(=O)n2C1c1ccccc1Cl (centres undefined),17%
Cc1ccc(C(C)C)c(OCCOc2ccc(/C=C3/SC(=S)N(C)C3=O)cc2)c1,7%
CCN(CC)c1ccc(C(=O)Nc2ccccc2F)cc1,0%
CC1CCc2c(sc(NC(=O)c3cccc(F)c3)c2C#N)C1 (centres undefined),18%

# Arranged by formula weight (highest first): part of the list above
smiles,RNase H inhibition
CCOCCOC(=O)C1=C(C)NC2=C(C(=O)CC(c3ccccc3)C2)C1c1ccc(OC)cc1OC (centres undefined),0%
CN1c2ccccc2-c2ccccc2C12C=Cc1cc(Br)cc(Br)c1O2 (centres undefined),17%
CCOC(=O)C1=C(C)OC(N)=C(C#N)C1c1ccc(Br)cc1 (centres undefined),15%
CCCOc1cccc(C(=O)Nc2ccccc2C(F)(F)F)c1,12%
CN(C)CCC(=O)C12CC3CC(CC(C3)C1)C2,18%

# Part of the list above, set out differently.
COC(=O)C1=C(C)NC2=C(C(=O)CC(c3ccccc3Cl)C2)C1c1ccc(OC)c(OC)c1 (centres undefined)
  RNase H inhibition: 1%
Cc1cc(C(=O)N/N=C/c2ccc(I)o2)n[nH]1
  RNase H inhibition: 1%
CCC(C)NC(=O)c1c(-c2ccccc2Cl)noc1C (centres undefined)
  RNase H inhibition: 0%
COc1cc(/C=C2/C(=O)NC(=O)N(c3ccccc3F)C2=O)ccc1OCc1ccccc1
  RNase H inhibition: 4%

# Later entries
smiles,RNase H inhibition
COc1ccc(C(=O)Nc2ccc(I)cc2)c(OC)c1,17%
COC(=O)C1=C(C)NC(=O)/C1=C\c1cccc([N+](=O)[O-])c1,0%
CCOC(=O)c1ccc(-c2ccc(/C=C3/C(C)=C(C#N)c4nc(N)c(C#N)c(C)c43)o2)cc1,9%
CC(=O)c1cccc(NC(=O)COc2ccc(Cl)cc2C)c1,25%
CCOC(=O)c1c(N)c(C#N)c(C)n1-c1ccc(Br)cc1,4%
O=C(Nc1nc2ccc([N+](=O)[O-])cc2s1)c1cccc(F)c1,0%
Cc1ccc(N=Cc2c(O)ccc3ccccc23)cc1F,8%
COc1cccc(NC(=O)CSCc2ccccc2Cl)c1,13%
COc1ccc(CN2CCN(S(=O)(=O)c3ccc(Cl)cc3)CC2)cc1Br,15%
COc1cc2c(cc1NC(=O)c1cc([N+](=O)[O-])ccc1Cl)oc1ccccc12,17%
C(=N/N1CCN(c2ccccc2)CC1)/c1cccc(Oc2ccccc2)c1,18%
CCC(C)OC(=O)C1=C(C)NC(=O)NC1c1cccc2ccccc12 (centres undefined),5%
Cc1cccc2c1[nH]c1nc(N/N=C\c3cccc(O)c3)nnc12,14%
COc1cc(NC(=O)Cn2nc(C(F)(F)F)c(Cl)c2C)c(OC)cc1Cl,18%
Cc1ccc(/C(N)=N/OC(=O)c2ccc([N+](=O)[O-])cc2)cc1,18%
